High-throughput results from PubChem BioAssay.
FLuc modulator: counter-screen for miR-21 project: firefly luciferase inhibitors or activators. Potency, µM (series often up to 57.5 µM), for inactives: at the top dose activity change, negative = inhibition, usual class: inhibitors. purified FLuc, Km substrates, luminescence inhibition. 360,000 compounds, 6.9% hits. P08659;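 further: potency means the concentration at half of the fitted maximal effect; plate controls were vehicle for no effect and reference inhibitor for full effect; nearly all actives have a fitted effect of over 55% in size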
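Purified P. pyralis luciferase (10nM final) with 10uM D-luciferin and 10uM ATP (Km levels) in 50mM Tris acetate pH 7.5, 10mM Mg acetate, 0.01% Tween-20, 0.05% BSA; qHTS 6-point titration, ~60 µM downward; luminescence read.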
BRCA1 expr up: increases BRCA1 expression; Potency, µM (highest dose often 46.1 µM), without a hit: top-dose activation, actives largely listed as activators; AID 624202; 380,000 compounds, 1.1% hits; MCF7-BRCA1-FFLuc reporter, luminescence, 48 h; response scale: scaled: vehicle 0%, 10 µM genistein 100%; further: potency means the concentration at half of the fitted maximal effect; nearly all actives have a fitted effect of over 80% in size; some results filed as inactive show a strong effect at the top dose
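First, MCF7-BRCA1-FFLuc cells (2000/well) attach for 2 h; next, compounds are pin-added and incubated 48 h at 37 °C; finally, luciferase reagent is added and luminescence read after 15 min.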
p53 reactivation: mutant p53 re-activation in reporter cells; 320,000 compounds, 0.063% hits; Potency, µM (titrated, usually from 92.2 µM), for the others: at the highest dose activity change, positive = activation, most hits filed as activators; H1299 p53-A138V BP100-luciferase reporter, luminescence, 24 h; further: potency means the concentration at half of the fitted maximal effect; % of control where 0% means no effect; nearly all actives have a fitted effect of over 45% in size
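H1299 (p53-null), stable ts p53-A138V + BP100-Luc; 1000 cells/well, Opti-MEM/10% FBS; cpd 4 pt, 1:5; 24 h, 37 deg C, 5% CO2; detection reagent 10 min RT; luminescence.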
RORgamma inh: blocks mouse ROR gamma transcriptional activity | P51450 | Drosophila S2 Gal4-RORgamma UAS-luciferase reporter, 20 h | Potency, µM (series often up to 53.6 µM), inactives show top-dose activity change, negative = inhibition, usual class: inhibitors | 310,000 compounds, 5.4% hits; further: potency means the concentration at half of the fitted maximal effect; on the % scale 0 is the no-effect control and ±100 the full control effect; nearly all actives have a fitted effect of over 60% in size
Target sequence (P51450 whole entry, looked up, the tested form may be a part): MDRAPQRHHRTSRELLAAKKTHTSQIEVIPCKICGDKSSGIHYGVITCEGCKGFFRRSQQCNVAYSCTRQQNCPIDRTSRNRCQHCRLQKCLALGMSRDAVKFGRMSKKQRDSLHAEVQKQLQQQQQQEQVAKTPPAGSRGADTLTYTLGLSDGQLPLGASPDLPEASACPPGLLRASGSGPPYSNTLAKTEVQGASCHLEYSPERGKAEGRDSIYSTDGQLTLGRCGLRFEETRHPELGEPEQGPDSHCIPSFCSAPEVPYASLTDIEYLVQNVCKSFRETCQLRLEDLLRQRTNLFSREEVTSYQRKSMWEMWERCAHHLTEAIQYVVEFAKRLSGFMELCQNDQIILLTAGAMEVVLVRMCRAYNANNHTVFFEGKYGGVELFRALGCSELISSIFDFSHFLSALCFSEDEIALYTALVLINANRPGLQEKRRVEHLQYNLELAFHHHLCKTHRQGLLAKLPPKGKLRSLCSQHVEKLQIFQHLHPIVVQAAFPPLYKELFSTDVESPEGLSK
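Read-out: Photinus luciferase luminescence; inhibitors lower reporter signal. Insect Schneider cells with Gal4-ROR gamma fusion under metallothionein promoter, UAS reporter; 700 uM final copper sulfate induction, 20 hr, ambient temperature.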
Rab9 promoter act: activates the Rab9 promoter; AID 485297; Huh7 Rab9 promoter-luciferase reporter, luminescence, 24 h; Potency, µM (top dose mostly 9.22 µM), without a hit: top-dose activation, negative = inhibition, most hits filed as activators; 320,000 compounds, 2.8% hits; further: potency means the concentration at half of the fitted maximal effect; % of control where 0% means no effect; nearly all actives have a fitted effect of over 60% in size
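Luciferase signal after 10 min detection reagent at ambient indicates Rab9 promoter upregulation; stably transfected Huh7 cells were treated 24 h with compound in DMSO at 37 °C, 5% CO2.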
TRPV1 ag: activates the human vanilloid receptor TRPV1. TRPV1-expressing cells, Fluo-8 calcium influx, agonist mode. activation, % at 8.33 µM. 320,000 compounds, 0.19% hits. AID 540275; in the data active means activation above about 80%; inconclusive means between about 30% and that limit; further: 0% is about no effect
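Fluo-8 calcium influx in TRPV1-expressing cells, kinetic read (ex 480/em 520 nm). Compound added and read 3 min for agonist activity, followed by capsaicin at EC20 final and 2 min further read for enhancement.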
NPC1 prom act: activators of NPC1 promoter. Huh7 NPC1 promoter luciferase reporter, 24 h. Potency, µM (top dose mostly 9.22 µM), without a hit: top-dose activation, hits mostly activators. 320,000 compounds, 2.4% hits. AID 485313;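 further: potency means the concentration at half of the fitted maximal effect; % of control where 0% means no effect; nearly all actives have a fitted effect of over 60% in size; reporter is driven by a mutant NPC1 promoter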
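Quantitative HTS used a cell-based reporter: Huh7 cells stably bearing the NPC1 promoter upstream of luciferase were treated with compounds for 24 h, and promoter activation was read as luminescence.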
ELG1 genotoxic: induces genotoxicity in HEK293T cells with luciferase-tagged ELG1; HEK293T ELG1-luciferase reporter, luminescence, 16 h; Potency, µM (series often up to 46 µM), for inactives: top-dose activity change, positive = activation, actives largely listed as activators; 330,000 compounds, 1.3% hits; further: potency means the concentration at half of the fitted maximal effect; % of control where 0% means no effect; nearly all actives have a fitted effect of over 60% in size
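Screening used a luciferase reporter fused to human ELG1 in HEK293T cells. Luminescence was read on a CCD plate imager after 16 hr exposure and 30 min ONE-Glo incubation.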
ELG1 repair inh: inhibitors of ELG1-dependent DNA repair in HEK293T cells. HEK293T ELG1-luciferase reporter, luminescence, 16 h; DNA damage induced by 5-fluorouridine. Potency, µM (top dose mostly 46.1 µM), for inactives: at the highest dose activity change, negative = inhibition, actives largely listed as inhibitors. 330,000 compounds, 2.3% hits; further: potency means the concentration at half of the fitted maximal effect; on the % scale 0 is the no-effect control and ±100 the full control effect; nearly all actives have a fitted effect of over 55% in size
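Cells (2,000 per well) received 5-fluorouridine plus test compound or DMSO and were incubated 16 hr at 37 °C, 5% CO2. Luciferase activity was read by luminescence 30 min after ONE-Glo addition; signal suppression marked inhibition of damage-induced ELG1 function.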
Gal4-VP16 FLuc: counter-screen for ROR gamma inhibitors: Gal4-VP16 reporter; Drosophila S2 Gal4-VP16 UAS-luciferase, luminescence, 20 h; Potency, µM (series often up to 53.6 µM), for inactives: top-dose activity, negative = inhibition, usual class: inhibitors; 310,000 compounds, 3.5% hits; AID 2546;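 further: Gal4-VP16 expression switched on by copper sulfate through the metallothionein promoter; potency means the concentration at half of the fitted maximal effect; on the % scale 0 is the no-effect control and ±100 the full control effect; nearly all actives have a fitted effect of over 50% in size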
Tb PFK inh: inhibitors of T. brucei phosphofructokinase | T. brucei PFK, ADP-Glo luminescence | Potency, µM (titrated, usually from 57.5 µM), for the others: top-dose activity, negative = inhibition, actives largely listed as inhibitors | 330,000 compounds, 0.17% hits | AID 485367;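 further: potency means the concentration at half of the fitted maximal effect; 0% = uninhibited 1x PFK enzyme wells and -100% = no-enzyme wells; nearly all actives have a fitted effect of over 60% in size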
Target sequence (O15648 whole entry, looked up): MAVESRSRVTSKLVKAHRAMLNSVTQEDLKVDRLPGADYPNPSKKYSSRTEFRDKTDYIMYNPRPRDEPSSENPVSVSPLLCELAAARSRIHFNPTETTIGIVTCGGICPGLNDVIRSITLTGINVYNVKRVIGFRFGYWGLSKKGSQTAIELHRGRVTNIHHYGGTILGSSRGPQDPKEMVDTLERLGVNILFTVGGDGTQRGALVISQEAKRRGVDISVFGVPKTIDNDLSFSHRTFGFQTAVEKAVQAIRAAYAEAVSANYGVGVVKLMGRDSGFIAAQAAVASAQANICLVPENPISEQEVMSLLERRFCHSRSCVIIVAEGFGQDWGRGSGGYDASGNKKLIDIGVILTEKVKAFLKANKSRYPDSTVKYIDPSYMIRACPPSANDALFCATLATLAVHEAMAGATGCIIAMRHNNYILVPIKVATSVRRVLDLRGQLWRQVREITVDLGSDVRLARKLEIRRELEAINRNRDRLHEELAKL
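Activity is normalized to no-enzyme wells (full inhibition) and 1.25 nM enzyme wells (no inhibition). Reaction: 0.5 mM F6P, 0.1 mM ATP, 45 min RT, ADP-Glo luminescence; concentration-response curves fitted and classed by quality.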
Numbers without * were called inactive; ? = inconclusive; . = no result given; [ ] = remark or other dose. Unless noted, the call rests on the fitted dose curve; in most records, active means well fitted curve in the direction sought with a large enough effect; inconclusive means small, poorly fitted or top-dose-only effect, or another doubt; inactive means no such curve, though single readings can be large; an effect the other way counts as inactive or inconclusive.

Order of values: FLuc modulator	BRCA1 expr up	p53 reactivation	RORgamma inh	Rab9 promoter act	TRPV1 ag	NPC1 prom act	ELG1 genotoxic	ELG1 repair inh	Gal4-VP16 FLuc	Tb PFK inh
(1) O=C(NNC(=O)C1CC1c1ccccc1)Nc1cccc(Cl)c1 (configuration not stated)
  2%	8%	29%	7%	-12%	1	2%	-1%	-10%	-1%	0%
(2) O=C(c1ccc(Cl)c(S(=O)(=O)N2CCOCC2)c1)N1CCOCC1
  1%	6%	2%	14%	4%	1	-1%	1%	19%	0%	-7%
(3) Cc1csc(NC(=O)C(C)Oc2ccc(Cl)cc2C)n1 (configuration not stated)
  ?	-2%	23%	.	0%	11	3%	2%	13%	.	1%
(4) Cc1c(C(=O)N2CCOCC2)sc(NC(=O)C(C)C)c1C#N
  -1%	-2%	-3%	-1%	-4%	4	-5%	4%	18%	0%	-1%
(5) C#CCn1cc(/C=C2\NC(=O)NC2=O)c2ccccc21
  2%	-34%	-5%	-1%	-3%	3	1%	?	0%	-14%	30%
(6) COc1ccc(CN2CCCC(C(=O)N3CCCC3)C2)cc1 (configuration not stated)
  -5%	3%[1.84 µM]	4%	-13%	-8%	2	-3%	-2%	-13%	-3%	0%
(7) CCN1CCN(CC(=O)Nc2c(OC)cccc2OC)CC1
  0%	-5%	-4%	23%	1%	1	-5%	-1%	10%	0%	1%
(8) COC(=O)C1=CNC=C(C(=O)OC)C1c1ccc(Cl)cc1
  -2%	0%	-12%	-12%	-1%	0	0%	6%	0%	17%	-2%
(9) O=C(Nc1sccc1C(=O)NCc1ccco1)c1cccnc1
  -2%	15%	1%	-11%	-2%	2	2%	-3%	-5%	6%	-2%
(10) CCOC(=O)c1[nH]c(C)c(C(=O)c2cc(F)ccc2F)c1C
  -13%	-76%	?	8%[0.365 µM]	-18%	20	-17%	?	29%	.	11%
(11) Cc1c(NS(=O)(=O)c2ccc(NC(=O)CCC(=O)O)cc2)c(=O)n(-c2ccccc2)n1C
  -1%	31%	3%	24%	-4%	5	-4%	-1%	0%	0%	2%
(12) CC(C)c1ccc(CN2CC(C(=O)O)CC2=O)cc1 (configuration not stated)
  4%	0%	-6%	-5%	-1%	3	-2%	0%	2%	18%	4%
(13) CN(C)CCNC(=O)c1onc(CSc2nc3ccccc3[nH]2)c1C(=O)NCCN(C)C
  1%	21%	12%	-8%	0%	-3	-2%	-3%	-2%	-3%	-7%
(14) O=C(O)C1=NN(c2ccccc2)C(=O)C1
  0%	-8%	-4%	1%	-2%	-1	-1%	-1%	-7%	0%	-1%
(15) COc1ccccc1CC(=O)O/N=C(\N)Cc1cccc2ccccc12
  0%	-11%	12%	21%	-2%	-1	-6%	-3%	-4%	-26%	0%
(16) COCCN(C(=O)CSc1nnc(C)n1Cc1ccccc1)c1c(N)n(CC(C)C)c(=O)[nH]c1=O
  -1%	-13%	1%	?	-5%	4	-2%	0%	-7%	0%	1%
(17) COc1ccccc1NC(=O)Nc1cccc(C(=O)O)c1
  12µM*	22%	2%	33%	?	-1	?	1%	?	-2%	-4%
(18) CC(C)=CCC/C(C)=C/CNC(=O)C[C@H]1C[C@H](C(=O)N(C(C)C)C(C)C)[C@@]2(C)c3[nH]c4cc(-c5ccco5)ccc4c3CCN2C1=O
  .	-70%	24%	.	.	.	.	-5%	-2%	.	-2%
(19) COc1cccc([C@@H]2CC=C(C(=O)O)[C@H](c3ccccc3)N2S(=O)(=O)c2ccc(C)cc2)c1
  -7%	2%	-8%	.	-17%	4	-3%	0%	1%	.	0%
(20) O=C(Nc1nccs1)c1ccc(COc2ccccc2Br)o1
  19µM*	79%	2%	?	?	13	27%	?	-10%	-79%	-1%

Additional structures follow.
Order of values: FLuc modulator	BRCA1 expr up	p53 reactivation	RORgamma inh	Rab9 promoter act	TRPV1 ag	NPC1 prom act	ELG1 genotoxic	ELG1 repair inh	Gal4-VP16 FLuc	Tb PFK inh
(21) Cc1ccc(/C=N/NC(=O)Cn2ccc(C(F)(F)F)n2)o1
  -4%	-2%	1%	1%	2%	-3	-8%	0%	2%	-14%	-2%
(22) NC(=O)Cc1nc(-c2ccc([N+](=O)[O-])cc2)cs1
  -7%	30%	17%	3%	8%	6	5%	7%	18µM*	5%	?
(23) C=CCNC(=S)N(C1CCCCC1)C1CCCCC1
  1%	2%	0%	10µM*	-11%	1	-2%	-7%	2%	2%	-1%
(24) COC(=O)c1cc(S(=O)(=O)Nc2cc(OC)cc(OC)c2)c[nH]1
  0%	-9%	4%	4%	-5%	-4	-3%	-2%	-5%	4%	0%
(25) CC(=O)Nc1ccc(-c2csc(Nc3ncccn3)n2)cc1
  ?	3.5µM*	11%	3%	0.56µM*	0	0.56µM*	9.2µM*	?	27%	2%
(26) Cc1nc(NCCc2cnc[nH]2)c2oc3ccccc3c2n1
  1%	-27%	-1%	2%	?	1	0%	5%	5%	-3%	1%
(27) O=C(NC1CCCC1)c1cc(S(=O)(=O)N2CCCC2)ccc1Cl
  -1%	1%	9%	4%	6%	3	0%	-4%	-24%	6%	-8%
(28) Clc1ccc(CSc2nnc(-c3cccnc3)n2Cc2ccco2)c(Cl)c1
  -6%	-29%	-5%	29%	-3%	-3	-1%	-5%	0%	9%	0%
(29) Cc1ccc(C(O)P(=O)(OCCC(C)C)c2ccc(N(C)C)cc2)cc1 (configuration not stated)
  0%	-28%	-5%	20%	1%	19	-6%	-3%	-22%	-11%	0%
(30) Cn1c(=NC(=O)C2=NNC(=O)CC2)sc2ccccc21
  ?	77%	-2%	10%	4%	-3	16%	?	?	6%	16%
(31) COC(=O)C(NC(C)=O)(Nc1ccccc1)C(=O)OC
  -3%	-20%	-3%	-3%	-6%	1	-4%	-4%	0%	-2%	2%
(32) CN(C)N1C(N)=C(C#N)C(c2ccccc2)C2=C1CCCC2=O (configuration not stated)
  -2%	36%	-6%	6%	-6%	2	-8%	-6%	-1%	-7%	-5%
(33) CC(C)c1ccc(N(CC(=O)N2CCN(Cc3ccccc3)CC2)S(C)(=O)=O)cc1
  -1%	-18%	.	?	0%	4	3%	-2%	-10%	-1%	1%
(34) CCN(C[C@H]1N[C@@](CC)(C(=O)OC)[C@H]2C(=O)N(C)C(=O)[C@@H]12)S(=O)(=O)c1ccc(OC)cc1
  .	-10%	-3%	.	.	.	.	3%	2%	.	-2%
(35) CN(C)C=NC(=O)c1cc(C(=O)c2ccccc2Cl)c[nH]1
  1%	4%	-2%	26%	-6%	3	1%	1%	-3%	8%	6%
(36) O=C(CN(c1ccc(F)cc1)S(=O)(=O)c1ccc2c(c1)OCCO2)Nc1cccnc1
  7%	-19%	14%	18%	2%	2	3%	-7%	?	-2%	21%
(37) COc1ccc(Br)cc1C(=O)Nc1cccc(C)c1C
  4%	-21%	-1%	-12%	-4%	-5	-4%	0%	9%	2%	-5%
(38) COCCCN(C(=O)c1cccnc1SC)c1c(N)n(Cc2ccccc2)c(=O)[nH]c1=O
  -2%	-2%	0%	-16%	-5%	20	-3%	0%	-2%	1%	0%

An excerpt from above in order of heavy-atom count, falling:
Order of values: FLuc modulator	BRCA1 expr up	p53 reactivation	RORgamma inh	Rab9 promoter act	TRPV1 ag	NPC1 prom act	ELG1 genotoxic	ELG1 repair inh	Gal4-VP16 FLuc	Tb PFK inh
(34) CCN(C[C@H]1N[C@@](CC)(C(=O)OC)[C@H]2C(=O)N(C)C(=O)[C@@H]12)S(=O)(=O)c1ccc(OC)cc1
  .	-10%	-3%	.	.	.	.	3%	2%	.	-2%
(33) CC(C)c1ccc(N(CC(=O)N2CCN(Cc3ccccc3)CC2)S(C)(=O)=O)cc1
  -1%	-18%	.	?	0%	4	3%	-2%	-10%	-1%	1%
(28) Clc1ccc(CSc2nnc(-c3cccnc3)n2Cc2ccco2)c(Cl)c1
  -6%	-29%	-5%	29%	-3%	-3	-1%	-5%	0%	9%	0%
(29) Cc1ccc(C(O)P(=O)(OCCC(C)C)c2ccc(N(C)C)cc2)cc1 (configuration not stated)
  0%	-28%	-5%	20%	1%	19	-6%	-3%	-22%	-11%	0%
(24) COC(=O)c1cc(S(=O)(=O)Nc2cc(OC)cc(OC)c2)c[nH]1
  0%	-9%	4%	4%	-5%	-4	-3%	-2%	-5%	4%	0%
(35) CN(C)C=NC(=O)c1cc(C(=O)c2ccccc2Cl)c[nH]1
  1%	4%	-2%	26%	-6%	3	1%	1%	-3%	8%	6%
(30) Cn1c(=NC(=O)C2=NNC(=O)CC2)sc2ccccc21
  ?	77%	-2%	10%	4%	-3	16%	?	?	6%	16%
